SUMO1-SIM PPI: modulators of SUMO1 protein-protein interactions, primary screen, biochemical, uHTS | 360,000 compounds, 0.33% hits | Small ubiquitin-related modifier 1 (Homo sapiens), P63165 | SUMO1 binding to a labelled peptide, TR-FRET, 1 h | inhibition, % at 20 µM; in the data active = inhibition above about 37%
Target sequence (P63165 whole entry, looked up): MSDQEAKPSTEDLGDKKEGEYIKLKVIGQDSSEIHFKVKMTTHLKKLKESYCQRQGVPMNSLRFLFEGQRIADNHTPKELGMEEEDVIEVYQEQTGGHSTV
Tb MetRS inh: T. brucei MetRS inhibitors, primary screen, biochemical, luminescence | purified T. brucei MetRS, ATP depletion, Kinase-Glo luminescence | inhibition, % at 11.9 µM | 360,000 compounds, 0.4% hits | AID 624268, 2012 | methionyl-tRNA synthetase (Trypanosoma brucei brucei);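 active = inhibition above a per-plate cutoff of the control wells' mean inhibition plus 3 SD, cut at about 5.5% in these data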;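 also: 0% = DMSO wells median and 100% = median of wells with control inhibitor compound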
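Measured by: Kinase-Glo luciferase luminescence reporting remaining unconsumed ATP. Material: purified T. brucei MetRS enzyme. Doses: 11.9 µM compound single dose, 0.9% DMSO. Medium: HEPES buffer containing pyrophosphatase, BSA, spermine, DTT. Times: 15 min preincubation, 2 h reaction, all 25 °C. Reagent: methionine, ATP and bulk E. coli tRNA.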
NRP1-CendR mod: modulators of CendR peptide binding to NRP-1, primary screen, biochemical, fluorescence polarization, uHTS | Neuropilin-1 (Homo sapiens), O14786 | FAM-RPARPAR peptide binding to NRP-1 | inhibition, % at 25 µM | 360,000 compounds, 0.85% hits | AID 602438, 2012;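 active = inhibition or corrected inhibition above about 18%, plus a signal ratio from 0.5 to 1.5, limit read from the data, passing the limit was not always enough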; also: strong numbers were not always called active
DNMT1 block: human DNMT1 methyltransferase inhibitors, primary screen, biochemical, molecular beacon, fluorescence, HinP1I cleavage, uHTS. inhibition (reported as % activation of signal), % at 10 µM. 360,000 compounds, 0.83% hits. AID 588458, 2011; in the data active = inhibition above about 50%
E coli Lon inh: inhibitors of E. coli Lon protease, primary screen, biochemical, fluorescence polarization | P0A9M0 | purified E. coli Lon protease | inhibition, % at 7.94 µM | 360,000 compounds, 0.42% hits | AID 602123, 2011; in the data active = inhibition above about 13%, passing the limit was not always enough;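 also: 0% = enzyme with probe and DMSO and 100% = no enzyme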
MsrA inh: bovine MsrA enzyme inhibitors, primary screen, biochemical, absorbance, HTS; purified bovine MsrA, absorbance read-out; inhibition, % at 15.5 µM; Methionine sulfoxide reductase A (Bos taurus); 360,000 compounds, 0.75% hits; in the data active = inhibition above about 4.5%;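 also: 0% = vehicle wells with enzyme and 100% = reference inhibitor wells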
STEP block: STEP phosphatase inhibitors, primary screen, biochemical, fluorescence intensity, uHTS; recombinant STEP, OMFP fluorogenic substrate; inhibition, % at 20 µM; 360,000 compounds, 0.25% hits;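 active = inhibition at 20 µM, scaled per plate between control wells, above about 37%, limit read from the data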;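 also: 0% = DMSO with enzyme and substrate and 100% = substrate only without enzyme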
Target sequence (P54829 whole entry, looked up): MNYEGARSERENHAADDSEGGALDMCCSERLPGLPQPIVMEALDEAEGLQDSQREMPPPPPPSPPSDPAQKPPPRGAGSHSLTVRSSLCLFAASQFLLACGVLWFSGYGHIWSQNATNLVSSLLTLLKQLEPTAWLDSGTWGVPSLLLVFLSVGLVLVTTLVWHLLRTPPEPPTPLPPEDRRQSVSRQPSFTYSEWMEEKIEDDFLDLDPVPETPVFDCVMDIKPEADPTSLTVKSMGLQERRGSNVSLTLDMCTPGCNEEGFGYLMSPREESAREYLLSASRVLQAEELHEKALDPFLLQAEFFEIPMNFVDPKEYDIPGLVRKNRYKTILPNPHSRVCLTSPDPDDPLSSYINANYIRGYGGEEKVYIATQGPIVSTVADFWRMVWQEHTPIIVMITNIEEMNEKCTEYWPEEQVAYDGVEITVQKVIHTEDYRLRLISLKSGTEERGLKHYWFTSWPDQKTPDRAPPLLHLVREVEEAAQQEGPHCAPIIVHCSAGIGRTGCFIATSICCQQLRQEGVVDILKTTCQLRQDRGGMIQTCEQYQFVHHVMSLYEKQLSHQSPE
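System: STEP phosphatase, cell-free reaction; Buffer or medium: Bis-Tris pH 6.0 buffer with DTT, detergent; Incubation: 20 min at room temperature, dark; Measured by: fluorescence, 480/540 nm.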
bovine MsrA act: bovine MsrA enzyme activators, primary screen, biochemical, absorbance, HTS. 360,000 compounds, 0.3% hits. activation, % at 10.6 µM. purified bovine MsrA, absorbance read-out. AID 602163, 2012; in the data active = activation above about 7.5%;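 also: 0% = vehicle and 100% = reference activator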
Scp-1 inhibitor: Scp-1 phosphatase inhibitors, primary screen, biochemical, colorimetric, uHTS; Carboxy-terminal domain RNA polymerase II polypeptide A small phosphatase 1 (Homo …; Recombinant Scp1, phosphopeptide, malachite green phosphate absorbance; inhibition, % at 20 µM; 340,000 compounds, 0.88% hits; AID 493091, 2011;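 active = inhibition above about 50% at 20 µM, limit read from the data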;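 also: plate controls were DMSO wells with enzyme for no effect and wells lacking enzyme for full effect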
Target sequence (Q9GZU7 76-261 limits assumed): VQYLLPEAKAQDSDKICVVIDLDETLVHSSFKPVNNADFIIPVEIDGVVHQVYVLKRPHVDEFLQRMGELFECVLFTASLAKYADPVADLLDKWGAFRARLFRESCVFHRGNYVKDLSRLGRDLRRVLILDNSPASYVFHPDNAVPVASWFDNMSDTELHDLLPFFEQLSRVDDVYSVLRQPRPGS
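Assay system: SCP-1 catalytic fragment, aa 76-261 | Buffer or medium: Tris acetate buffer pH 5.5 with MgCl2 and Tween-20 | Compound: One concentration, 20 µM, with 1.0% DMSO | Also added: Phospho 17-mer peptide substrate | Signal: Absorbance at 630 nm | Incubation: 45 min enzyme reaction at room temperature | Measure: % inhibition of SCP-1 phosphate liberation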
LMPTP inh: LMPTP phosphatase inhibitors, primary screen, biochemical, fluorescence intensity, uHTS; inhibition, % at 20 µM; AID 651560, 2012; recombinant LMPTP-A, OMFP fluorogenic substrate; 360,000 compounds, 0.22% hits; Low molecular weight phosphotyrosine protein phosphatase (Homo sapiens), P24666;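 active = compounds that cut the enzyme signal by at least half of the control window in the single-dose screen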;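 also: plate controls were DMSO wells with enzyme plus substrate for no effect and substrate without enzyme for full effect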
Target sequence (P24666 whole entry, looked up): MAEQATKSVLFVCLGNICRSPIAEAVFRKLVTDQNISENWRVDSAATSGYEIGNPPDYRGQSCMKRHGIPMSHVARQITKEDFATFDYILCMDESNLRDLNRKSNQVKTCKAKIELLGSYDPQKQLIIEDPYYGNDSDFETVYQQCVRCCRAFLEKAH
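Material: LMPTP-A; amount: 0.625 nM enzyme; doses: single 20 µM dose; times: reaction 50 min, room temperature, dark; technique: fluorescence intensity of OMFP turnover product; benchmarks: no-enzyme and uninhibited controls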
* hit, by the source's call.

`FC(F)(F)c1cc(Nc2ccccc2)nc(-c2ccccn2)n1` gave SUMO1-SIM PPI 4.8, Tb MetRS inh -0.5, NRP1-CendR mod 0.1, DNMT1 block 1.3, E coli Lon inh 2.5, MsrA inh 0.4, STEP block -0.2, bovine MsrA act -4.5, Scp-1 inhibitor -10.0 and LMPTP inh 0.2.
For COc1cc(C(CCN2CCN(c3ccccc3)CC2)c2c(OC)cc(OC)c3c(C)cc(=O)oc23)cc(OC)c1OC (stereo not drawn) the results were SUMO1-SIM PPI 1.5, Tb MetRS inh -0.3, NRP1-CendR mod 20.7, DNMT1 block -19.0, E coli Lon inh -3.2, MsrA inh 1.6, STEP block 3.0, bovine MsrA act -6.9, Scp-1 inhibitor -0.2 and LMPTP inh 0.3.
Screening Cc1ccc(OCCCn2c(CO)nc3ccccc32)cc1 returned SUMO1-SIM PPI -1.1, Tb MetRS inh -1.2, NRP1-CendR mod -5.3, DNMT1 block -4.5, E coli Lon inh -1.9, MsrA inh -0.1, STEP block 4.6, bovine MsrA act -10.2, Scp-1 inhibitor -3.2 and LMPTP inh 1.4.
Cc1nc(NC(C)c2ccccc2)c2c3c(sc2n1)CCC3 (stereo not drawn) was read as SUMO1-SIM PPI 0.5, Tb MetRS inh -1.6, NRP1-CendR mod 2.8, DNMT1 block -0.2, E coli Lon inh -12.6, STEP block 2.2, bovine MsrA act -11.1, Scp-1 inhibitor 8.1 and LMPTP inh 1.5.
Screening Oc1ccc(C[C@@H](CN2CCC[C@@H]2CN2C(=S)NC[C@@H]2Cc2ccccc2)N2C[C@H](Cc3ccccc3)N(CCc3ccccc3)C2=S)cc1 returned SUMO1-SIM PPI 6.5, Tb MetRS inh -0.3, NRP1-CendR mod 12.4, DNMT1 block -35.0, E coli Lon inh -5.8, MsrA inh 0.4, STEP block 0.1, bovine MsrA act -2.9 and LMPTP inh 2.5.
COc1ccc(C(=O)CSC(=S)N2CCCCC2)cc1 was read as SUMO1-SIM PPI 5.7, Tb MetRS inh 0.0, NRP1-CendR mod -6.1, DNMT1 block -1.8, E coli Lon inh 3.1, STEP block 2.9, bovine MsrA act -0.9 and LMPTP inh 1.1.
Screening O=C(/C=C/c1ccc(Cl)c(Cl)c1)N1CCOCC1 returned SUMO1-SIM PPI -7.5, Tb MetRS inh -0.2, NRP1-CendR mod 9.4, DNMT1 block 4.1, E coli Lon inh -6.9, MsrA inh 0.8, STEP block 1.6, bovine MsrA act -3.2, Scp-1 inhibitor 3.0 and LMPTP inh -0.8.
CCOc1ccc(S(=O)(=O)N2CCN(C(=O)c3ccco3)CC2)cc1 was read as SUMO1-SIM PPI 3.3, Tb MetRS inh -0.7, NRP1-CendR mod 2.8, DNMT1 block -0.9, E coli Lon inh 1.8, MsrA inh 0.1, STEP block -1.2, bovine MsrA act 1.0, Scp-1 inhibitor -3.9 and LMPTP inh -0.6.
Screening COc1ccc(Cc2c(-c3ccc(F)cc3)nc3ccc(Cl)cn23)c(C)c1 returned SUMO1-SIM PPI 6.5, Tb MetRS inh 0.1, NRP1-CendR mod -23.8, DNMT1 block 47.0, E coli Lon inh -11.5, MsrA inh 0.5, STEP block -0.7, bovine MsrA act -3.6 and LMPTP inh 0.6.
For Fc1ccc(NC(=S)N2CCc3ccccc32)cc1 the results were SUMO1-SIM PPI 4.5, Tb MetRS inh 0.6, NRP1-CendR mod -7.2, DNMT1 block 2.0, E coli Lon inh 2.6, MsrA inh -0.6, STEP block 0.3, bovine MsrA act -0.8, Scp-1 inhibitor -12.3 and LMPTP inh 0.5.
For CCCCCCn1ccc(=N)cc1 the results were SUMO1-SIM PPI -1.2, Tb MetRS inh -0.3, NRP1-CendR mod 3.6, DNMT1 block 0.2, E coli Lon inh -9.1, MsrA inh 0.1, STEP block -2.2, bovine MsrA act -1.5, Scp-1 inhibitor -2.0 and LMPTP inh -0.1.
CCCNC(=O)c1ccc2c(=O)c(O)c(-c3ccc(F)cc3)[nH]c2c1 was read as SUMO1-SIM PPI -14.3, Tb MetRS inh -0.1, NRP1-CendR mod 0.3, DNMT1 block 7.5, E coli Lon inh 163.0*, STEP block 0.4, bovine MsrA act -2.3, Scp-1 inhibitor 2.6 and LMPTP inh -0.2.
O=C(O)CC(C(=O)OCC1CCCO1)N1CCOCC1 (stereo not drawn) was read as SUMO1-SIM PPI 0.3, Tb MetRS inh -0.6, NRP1-CendR mod 4.1, DNMT1 block 2.5, E coli Lon inh -1.6, MsrA inh -2.3, STEP block -3.6, bovine MsrA act -5.3, Scp-1 inhibitor -4.8 and LMPTP inh -2.6.
For O=C(Nc1ccc(N2CCCC2)cc1)c1ccccc1[N+](=O)[O-] the results were SUMO1-SIM PPI 7.0, Tb MetRS inh 0.1, NRP1-CendR mod 12.4, DNMT1 block 69.5*, E coli Lon inh 0.7, MsrA inh 2.8, STEP block 2.3, bovine MsrA act -3.3, Scp-1 inhibitor -9.4 and LMPTP inh 42.0.
CCOC(=O)CP(=O)(c1ccccc1)c1ccccc1 was read as SUMO1-SIM PPI -0.5, Tb MetRS inh -1.2, NRP1-CendR mod 0.3, DNMT1 block 4.4, E coli Lon inh -7.1, MsrA inh 0.4, STEP block -4.8, bovine MsrA act -11.0, Scp-1 inhibitor 3.6 and LMPTP inh 0.8.
N#CCCCCN1CCCC1 was read as SUMO1-SIM PPI -3.0, Tb MetRS inh 1.7, NRP1-CendR mod 5.2, DNMT1 block -1.0, E coli Lon inh 29.0, MsrA inh -0.2, STEP block 0.7, bovine MsrA act -8.6, Scp-1 inhibitor -7.1 and LMPTP inh -2.7.
Screening C/C(=N/NC(=O)CNC(=O)CCc1ccccc1)c1ccc(Cl)cc1 returned SUMO1-SIM PPI -5.9, Tb MetRS inh -0.9, NRP1-CendR mod -1.0, DNMT1 block 2.0, E coli Lon inh 5.5, MsrA inh -0.1, STEP block 2.5, bovine MsrA act -4.0, Scp-1 inhibitor 11.2 and LMPTP inh 0.6.
CCN1C(=O)c2ccccc2Sc2ccc(C(=O)NCCCN3CCCCC3)cc21 was read as SUMO1-SIM PPI -6.0, Tb MetRS inh 0.0, NRP1-CendR mod 7.4, DNMT1 block 2.7, E coli Lon inh 1.5, MsrA inh -1.2, STEP block 0.4, bovine MsrA act -2.5, Scp-1 inhibitor -11.0 and LMPTP inh -3.0.
Screening COc1cccc(NS(=O)(=O)c2cn(C)c(=O)n(C)c2=O)c1 returned SUMO1-SIM PPI 4.2, Tb MetRS inh -0.9, NRP1-CendR mod -4.0, DNMT1 block 6.3, E coli Lon inh 3.0, MsrA inh 0.6, STEP block -3.5, bovine MsrA act -11.6, Scp-1 inhibitor 6.0 and LMPTP inh -0.6.
CCOC(=O)c1sc(C)c(C(=O)NCC(C)(C)CN(C)C)c1N was read as SUMO1-SIM PPI 0.5, Tb MetRS inh -0.5, NRP1-CendR mod 4.7, DNMT1 block -0.5, E coli Lon inh 8.6, MsrA inh 0.3, STEP block -0.2, bovine MsrA act -3.6, Scp-1 inhibitor -2.2 and LMPTP inh 0.6.
Screening COc1ccc(C(=O)Nc2nc(CC(=O)NCCc3cccc(OC)c3)cs2)cc1 returned SUMO1-SIM PPI 2.9, Tb MetRS inh -0.3, NRP1-CendR mod -0.5, DNMT1 block -5.3, E coli Lon inh -0.9, MsrA inh -0.1, STEP block -3.0, bovine MsrA act -3.0, Scp-1 inhibitor -2.3 and LMPTP inh 0.7.
O=C(COc1ccccc1Cl)Nc1nnc(S(=O)(=O)N2CCCC2)s1 was read as SUMO1-SIM PPI 18.0, Tb MetRS inh -1.3, NRP1-CendR mod -15.1, DNMT1 block 5.7, E coli Lon inh 3.1, MsrA inh -1.0, STEP block 1.8, bovine MsrA act -10.4, Scp-1 inhibitor 3.5 and LMPTP inh -0.1.
Cc1ccc(S(=O)(=O)N2CCN(Cc3cc(C(C)(C)C)ccc3O)CC2)cc1 was read as SUMO1-SIM PPI 3.9, Tb MetRS inh -1.2, NRP1-CendR mod 2.9, DNMT1 block 1.1, E coli Lon inh 4.5, MsrA inh -0.8, STEP block 4.1, bovine MsrA act -1.7, Scp-1 inhibitor 1.3 and LMPTP inh 3.8.
`O=S(=O)(NCCc1ccc2c(c1)OCCO2)c1cccs1` gave SUMO1-SIM PPI -0.8, Tb MetRS inh -0.7, NRP1-CendR mod -43.8, DNMT1 block -3.6, E coli Lon inh -25.3, MsrA inh -1.0, STEP block 1.5, bovine MsrA act -1.3, Scp-1 inhibitor -4.3 and LMPTP inh -0.4.
For O=C(C1CC=CCC1)N1CCC(CO)(Cc2ccc(Cl)cc2)CC1 (stereo not drawn) the results were SUMO1-SIM PPI 5.9, Tb MetRS inh 0.0, NRP1-CendR mod 11.8, DNMT1 block -0.9, E coli Lon inh -4.3, MsrA inh 0.1, STEP block 0.5, bovine MsrA act -4.2, Scp-1 inhibitor -2.7 and LMPTP inh 0.4.
Screening CCC(Sc1nc2ccc(C)cc2[nH]1)C(=O)O (stereo not drawn) returned SUMO1-SIM PPI -0.1, Tb MetRS inh 0.0, NRP1-CendR mod -6.1, DNMT1 block 3.6, E coli Lon inh -5.3, MsrA inh -0.2, STEP block -3.7, bovine MsrA act -2.8, Scp-1 inhibitor -9.4 and LMPTP inh -0.2.
CCCCN(C)CCNC(=O)c1cc2c(=O)[nH]c3ccccc3c2n1C was read as SUMO1-SIM PPI 5.8, Tb MetRS inh -0.4, NRP1-CendR mod -3.7, DNMT1 block 1.3, E coli Lon inh 3.2, MsrA inh 0.8, STEP block 0.4, bovine MsrA act -1.5, Scp-1 inhibitor -12.3 and LMPTP inh 2.3.

Screening data as filed in PubChem BioAssay.

Compounds as they come; 4.3% or so of the library scored in one or more.
